Screening data as filed in PubChem.
RGS4-Gao reg: modulates binding of RGS4 to human Galphao; P09471; Multiplexed bead flow cytometry; actives lie on both sides; binding response (% of control), % at 10 µM; hit rate 0.33% among 220,000; AID 1415; in the data active means binding response below about 49% or above about 150%; inactive means in between;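 further: fluorescent Galphao activated with aluminum fluoride binding bead-coupled RGS4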
Target sequence (P09471 whole entry, looked up): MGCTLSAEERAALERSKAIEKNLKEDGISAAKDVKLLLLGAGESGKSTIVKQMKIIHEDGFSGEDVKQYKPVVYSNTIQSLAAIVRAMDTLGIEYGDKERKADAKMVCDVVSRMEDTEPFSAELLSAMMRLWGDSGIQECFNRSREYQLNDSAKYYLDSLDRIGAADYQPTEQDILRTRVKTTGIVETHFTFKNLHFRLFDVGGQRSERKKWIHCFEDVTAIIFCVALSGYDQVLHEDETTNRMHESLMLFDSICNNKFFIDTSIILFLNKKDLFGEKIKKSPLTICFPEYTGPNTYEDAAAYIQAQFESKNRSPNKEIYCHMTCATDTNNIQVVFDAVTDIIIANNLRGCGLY
RGS8-Gao reg: modulates binding of RGS8 to human Galphao; P09471; multiplexed bead flow cytometry; actives lie on both sides; response (percent of control binding), % at 10 µM; hit rate 0.34% among 220,000; AID 1423; in the data active means response below about 60% or above about 140%; inactive means in between;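 further: Galphao activated as the GDP aluminium fluoride complex binding bead-coupled RGS8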
Bcl-XL Bim block: disrupts Bim peptide binding to human Bcl-XL | Q07817 | inhibition, % at 10 µM | hit rate 0.04% among 190,000 | bead flow cytometry, fluorescence
RGS7-Gao reg: modulates binding of RGS7 to human Galphao | binding response (% of control), % at 10 µM | hit rate 0.35% among 220,000 | Multiplexed bead flow cytometry; actives lie on both sides | P09471; in the data active means binding response below about 49% or above about 150%; inconclusive means no clear call, values can overlap the other calls; inactive means in between;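 further: fluorescent Galphao held in activated GDP-AlF4 state binding bead-coupled RGS7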
Bcl-2 Bim block: inhibitors of Bim-Bcl-2 interaction, human; inhibition, % at 10 µM; P10415; hit rate 0.06% among 190,000; Bead-based flow cytometry, Bim peptide-Bcl-2 binding; in the data active means inhibition above about 40%; inconclusive means no clear call, values can overlap the other calls;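 further: 0% = no compound wells with probe peptide and 100% = reference peptide inhibitor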
Mcl1-Noxa inh: Mcl-1/Noxa interaction inhibition. Q07820. TR-FRET Mcl-1/Noxa peptide binding, 2 h. inhibition, % at 21.7 µM. hit rate 1.5% among 220,000. AID 1022;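 active means compounds that cut the protein-peptide binding signal by more than 50% relative to plate controls in a single-dose test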;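 further: His-tagged Mcl-1 with rhodamine Noxa BH3 peptide and terbium anti-His antibody; 0% = Mcl-1 plus Noxa peptide wells and 100% = peptide-only wells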
Target sequence (Q07820 whole entry, looked up): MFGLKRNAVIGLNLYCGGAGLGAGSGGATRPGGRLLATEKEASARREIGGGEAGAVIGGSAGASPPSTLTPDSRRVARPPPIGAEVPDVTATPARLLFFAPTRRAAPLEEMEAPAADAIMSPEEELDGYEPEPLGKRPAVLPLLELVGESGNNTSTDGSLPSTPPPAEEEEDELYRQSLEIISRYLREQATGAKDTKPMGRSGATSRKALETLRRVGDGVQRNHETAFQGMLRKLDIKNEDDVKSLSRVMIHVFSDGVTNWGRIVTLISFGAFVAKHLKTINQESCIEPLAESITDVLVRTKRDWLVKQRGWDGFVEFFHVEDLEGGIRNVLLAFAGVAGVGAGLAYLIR
Bim-Bfl-1: disrupts Bim binding to human Bfl-1; AID 1008; inhibition, % at 10 µM; Bead-based flow cytometry, Bim-Bfl-1 binding inhibition; hit rate 0.12% among 190,000;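 further: 0% = wells without compound plus tracer and 100% = blocker peptide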
Mcl1 Bid PPI: disrupts binding of human Mcl-1 to Bid peptide; TR-FRET Mcl-1/Bid-Dy647 peptide binding, 1536-well; inhibition, % at 21.7 µM; hit rate 0.97% among 220,000; AID 1021;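 active means compounds that cut the binding signal by more than half at the single screening dose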;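 further: His-tagged Mcl-1 with europium anti-His antibody binding Bid BH3 peptide; 0% = Mcl-1 plus peptide wells and 100% = peptide-only wells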
Bim-Mcl-1: inhibitors of Bim-Mcl-1 interaction, human | inhibition, % at 10 µM | hit rate 0.1% among 190,000 | Bead-based flow cytometry, Bim peptide-Mcl-1 binding;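 further: 0% = no compound tracer wells and 100% = peptide blocker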
Bcl-W Bim block: inhibitors of Bim-Bcl-W interaction, human; inhibition, % at 10 µM; Q92843; bead-based flow cytometry, Bim peptide-Bcl-W binding; hit rate 0.02% among 190,000; AID 952;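 further: 0% = bound tracer without compound and 100% = peptide blocker; higher means less fluorescent Bim peptide bound to Bcl-W beads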
Bim-Bcl-B: disrupts Bim peptide binding to human Bcl-B; Q9HD36; bead-based flow cytometry; inhibition, % at 10 µM; hit rate 0.073% among 190,000; AID 951;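 further: 0% = tracer peptide without compound and 100% = reference inhibitor peptide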
Target sequence (Q9HD36 whole entry, looked up): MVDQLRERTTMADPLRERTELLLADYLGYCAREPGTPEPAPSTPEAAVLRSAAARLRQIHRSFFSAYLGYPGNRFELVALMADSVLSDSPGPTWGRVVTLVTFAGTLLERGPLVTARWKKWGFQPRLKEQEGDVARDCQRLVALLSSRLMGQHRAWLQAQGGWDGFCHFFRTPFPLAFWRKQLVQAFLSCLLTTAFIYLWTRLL
* = called active by the depositor; ? = inconclusive; . = no result given. Unless noted, no stated cut-off is given here; in the data, active means inhibition above about 40%.

SMILES	RGS4-Gao reg	RGS8-Gao reg	Bcl-XL Bim block	RGS7-Gao reg	Bcl-2 Bim block	Mcl1-Noxa inh	Bim-Bfl-1	Mcl1 Bid PPI	Bim-Mcl-1	Bcl-W Bim block	Bim-Bcl-B
CCOc1ccc(NC(=S)NN2CCN(C)CC2)cc1	103.2	106.5	-1.0	99.9	2.0	-0.2	0.0	-18.4	-5.0	-2.0	-5.0
O=C(Nc1ccsc1C(=O)NC1CCCCC1)c1ccc(F)cc1	98.4	102.7	-2.0	103.8	-3.0	-18.2	-7.0	2.6	0.0	0.0	-5.0
COc1cccc(NC(=O)C2C3C=CC4(O3)C2C(=O)N(C2CC2)C4C(=O)NC2CCCCC2C)c1 (centres undefined)	103.7	99.9	-4.0	99.0	-10.0	-1.4	-15.0	-7.9	-2.0	-1.0	-5.0
CCCSc1nnc(NC(=O)Nc2ccc(C)cc2)s1	96.4	99.3	.	.	.	3.5	.	-7.4	.	.	.
Cc1cc(C)c(C#N)c(SCc2ccccc2C)n1	91.6	93.5	-8.0	90.3	-2.0	3.6	-2.0	-4.2	-7.0	-3.0	-10.0
CC(=O)NCc1cccc(CNC(C)=O)n1	96.9	100.2	-3.0	94.2	0.0	13.9	-9.0	-0.6	2.0	5.0	-5.0
O=C(c1ccc(S(=O)(=O)Nc2ccc(F)cc2)cc1)N1CCN(c2ccccn2)CC1	109.0	105.0	-1.0	108.3	0.0	9.2	-4.0	-3.6	2.0	-1.0	-3.0
COc1ccc(C(=O)C[n+]2cccc(Br)c2)cc1	94.4	94.5	.	?	.	-6.2	.	-13.8	.	.	.
Cc1oc(-c2ccc(Cl)cc2)nc1CS(=O)CC(=O)NCCCN(C)C1CCCCC1 (centres undefined)	105.1	99.0	0.0	105.3	-1.0	-13.2	-1.0	-7.4	-4.0	-1.0	0.0
Fc1ccc(C2=CC(c3cccs3)n3nnnc3N2)cc1 (centres undefined)	94.8	99.2	.	?	.	-9.2	.	-6.8	.	.	.
CCOC(=O)c1ccc(NC(=O)C2CC(=O)N=C(N)S2)cc1 (centres undefined)	101.0	99.8	0.0	96.2	0.0	-13.1	-4.0	-21.3	12.0	11.0	0.0
CC(C(=O)N1CCN(c2ccc(Cl)cc2)CC1)c1ncc(C(F)(F)F)cc1Cl (centres undefined)	102.8	103.4	-1.0	99.6	-8.0	14.5	-7.0	-1.0	1.0	4.0	-6.0
Cc1ccc(N2C(=O)CC(Nc3cccc4ccccc34)C2=O)cc1 (centres undefined)	97.5	99.0	.	?	.	-23.0	.	-49.5	.	.	.
CC(=O)Nc1ccc(-c2nnc(SCC(=O)c3ccc4c(c3)Cc3ccccc3-4)n2C)cc1	103.2	98.2	-1.0	104.5	-4.0	34.7	-4.0	41.3	0.0	1.0	-10.0
COc1ccc(NC(=O)NCc2ccco2)c(OC)c1	101.4	101.3	-2.0	105.3	-8.0	-16.2	-5.0	-33.9	0.0	-3.0	-6.0
N#Cc1cc2c(=O)n3ccccc3nc2n(CCCN2CCOCC2)c1=O	98.3	98.2	-2.0	93.2	0.0	8.6	0.0	-19.3	-2.0	-1.0	9.0
C(=N\Nc1nc2ccccc2s1)/c1ccc2c(c1)OCO2	103.0	107.3	14.0	102.1	10.0	21.5	14.0	-3.2	32.0	19.0	15.0
CN(C)CCCOC(=O)c1ccc(Cl)cc1Cl	88.3	94.1	0.0	88.9	3.0	5.1	-1.0	1.8	28.0	16.0	-2.0
Cc1cc(/C=C2/C(=O)NN(c3ccccc3)C2=O)c(C)n1-c1cccc(O)c1	92.3	99.1	-17.0	92.0	-4.0	86.6*	-16.0	-20.2	-7.0	-10.0	-16.0
O=C(NCC(=O)N1CCN(S(=O)(=O)c2cccs2)CC1)c1ccc(Cl)cc1	103.0	102.8	-1.0	101.5	1.0	8.9	-1.0	-28.2	1.0	-2.0	0.0
CC1Nc2nc(NC(=O)C(C)(C)C)[nH]c(=O)c2N(C)C1C (centres undefined)	101.8	101.1	-4.0	100.6	0.0	2.9	-7.0	-25.4	-1.0	-2.0	-5.0
Cc1nn(C)c(C)c1/C=N/O	91.4	100.4	-2.0	96.5	0.0	-5.3	-2.0	5.7	-2.0	-1.0	0.0
COC(=O)c1sc(OC)cc1OCc1ccc(C)cc1	92.3	96.3	-7.0	96.3	-8.0	0.6	-13.0	-43.3	-1.0	-3.0	-7.0
CN(C)C(=O)CCc1nc(-c2ccc(C(C)(C)C)cc2)no1	101.3	101.8	0.0	100.5	-3.0	2.1	0.0	-12.7	-1.0	0.0	0.0
C/C(CC(=O)Nc1ccc(N(C)C)cc1)=N\NC(=O)c1ccccn1	95.9	96.8	-4.0	97.0	-7.0	17.4	-10.0	-28.8	-4.0	0.0	-11.0
Remaining list, next part
SMILES	RGS4-Gao reg	RGS8-Gao reg	Bcl-XL Bim block	RGS7-Gao reg	Bcl-2 Bim block	Mcl1-Noxa inh	Bim-Bfl-1	Mcl1 Bid PPI	Bim-Mcl-1	Bcl-W Bim block	Bim-Bcl-B
CC(C)(C)c1ccc(OCc2cnc(Cl)s2)cc1	100.0	104.2	1.0	99.5	-3.0	-0.3	-6.0	-16.1	2.0	0.0	-4.0
COc1cccc(C2N(c3ccc(Cl)c(Cl)c3)C(=O)C3CCCN32)c1OC (centres undefined)	104.2	127.9	4.0	107.3	7.0	-0.1	-8.0	-14.9	4.0	0.0	3.0
O=C(C1CC1)N1CCN(C(c2ccccc2)c2ccccc2)CC1	97.7	99.1	-3.0	101.8	-4.0	4.8	-10.0	-14.7	3.0	4.0	-2.0
CCC(=O)N1C(C(=O)N2CCCC2)CSC1c1ccc(OC)cc1 (centres undefined)	92.5	84.4	-5.0	99.5	-1.0	-5.5	-1.0	3.7	-2.0	-4.0	-4.0
Cc1csc(NC(=O)c2cc(-c3ccncc3)nc3ccccc23)n1	102.3	101.3	0.0	?	2.0	33.0	4.0	-32.1	-1.0	0.0	4.0
S=C(NCc1ccco1)Nc1ccc(Cl)cc1	96.3	94.7	-2.0	95.0	3.0	-2.4	0.0	-14.1	-2.0	-3.0	-5.0
Nc1cc(-c2ccc(Br)cc2)nn1S(=O)(=O)c1ccccc1	104.3	102.8	-2.0	105.5	-9.0	2.0	-9.0	2.5	-1.0	1.0	-5.0
O=C(Nc1ccc(SC(F)(F)F)cc1)c1ccccn1	98.3	98.1	-5.0	?	-9.0	15.2	-8.0	0.5	-3.0	-2.0	-9.0
CCOC(=O)c1ccc(N2N=C(C)/C(=C/C=C/c3ccco3)C2=O)cc1	108.3	105.2	-7.0	109.5	0.0	31.8	-7.0	-13.3	0.0	-7.0	-8.0
N/C(=N\OC(=O)C1CCCCC1)c1cccnc1	88.4	92.9	-1.0	89.1	-1.0	13.3	-1.0	-14.1	-1.0	0.0	0.0
CSc1ccccc1NC(=O)CN(C)CC(=O)Nc1ccc(Cl)cc1[N+](=O)[O-]	104.2	100.0	0.0	103.5	2.0	-12.8	-2.0	-3.9	1.0	0.0	0.0
COC(C[C@@H](O)CC(=O)[C@@H](C)OCc1ccccc1)OC	95.1	100.2	.	?	.	12.6	.	-25.5	.	.	.
CN(C)c1nc(Oc2ccc(OCCOc3ccccc3)nn2)nc(N(C)C)n1	104.2	100.0	-1.0	106.4	-7.0	-5.5	2.0	10.4	-2.0	0.0	1.0
COc1cc(SC)ccc1C(=O)Nc1ccc2c(c1)OCCO2	100.7	99.9	-8.0	101.6	-8.0	10.4	-5.0	5.8	-2.0	-4.0	-16.0
OCC(CO)(CO)NCc1ccc(-c2ccccc2)cc1	100.3	103.0	.	99.9	?	10.2	.	0.8	.	.	.
COc1ccc(CSCC(=O)N/N=C/c2ccccc2OCc2ccccc2)cc1	96.2	99.8	-5.0	97.6	-2.0	20.8	-7.0	-12.4	-2.0	-5.0	-1.0
Cc1cc(F)ccc1NC(=O)c1cccnc1	105.3	97.6	-8.0	?	-4.0	-9.3	-9.0	-12.4	-1.0	-4.0	-10.0
CCOC(=O)c1c(C)[nH]c(C)c1C(=O)COC(=O)c1cc2ccccc2cc1O	102.5	101.8	-5.0	101.8	-7.0	16.3	-5.0	14.4	0.0	-2.0	-2.0
Cc1cccc(N2CCN(C(=O)C3CCN(S(=O)(=O)c4c(C)noc4C)CC3)CC2C)c1 (centres undefined)	96.7	95.6	-1.0	94.6	-5.0	22.2	-3.0	-16.1	0.0	-1.0	-2.0
CC(=O)Nc1c2c(nn1-c1ccc(C)cc1C)CSC2	99.7	102.0	-9.0	100.6	-8.0	-13.2	-8.0	-21.9	0.0	2.0	-5.0
Cc1ccccc1-c1nnc(SCC#N)o1	105.8	102.5	1.0	103.8	-1.0	-5.6	-4.0	-29.4	2.0	3.0	0.0
Cc1ccc(C(=O)Oc2ccc3c(c2)ncn3C)cc1	100.9	100.6	2.0	105.1	0.0	14.2	-2.0	-5.9	-1.0	2.0	0.0
Cc1cccc(NC(=S)NC2CC3CCCC(C2)N3Cc2cccs2)c1C (centres undefined)	102.0	100.4	-3.0	102.1	0.0	25.9	-4.0	-33.8	-2.0	-2.0	-4.0
CCn1cc(/C=N\NC(=O)c2csc3ccccc23)c(C)n1	98.4	99.6	-7.0	94.2	-12.0	-16.0	-18.0	4.6	-2.0	-2.0	-9.0
NC(=O)CSc1nccn1Cc1ccc(Cl)cc1	98.9	98.9	1.0	?	5.0	12.4	4.0	-15.3	1.0	0.0	5.0
Further structures follow.
SMILES	RGS4-Gao reg	RGS8-Gao reg	Bcl-XL Bim block	RGS7-Gao reg	Bcl-2 Bim block	Mcl1-Noxa inh	Bim-Bfl-1	Mcl1 Bid PPI	Bim-Mcl-1	Bcl-W Bim block	Bim-Bcl-B
COC(=O)Cn1nc(-c2ccc(C)cc2)c2ccccc2c1=O	102.0	101.2	-2.0	101.0	0.0	7.6	-1.0	-11.0	0.0	-4.0	-8.0
O=C(COC(=O)c1ccc(Br)o1)NCCc1ccccc1	88.9	77.3	1.0	87.4	3.0	1.3	5.0	8.8	2.0	0.0	0.0
COc1cc(OC)cc(-c2nc3ccccc3c(=O)o2)c1	105.1	100.8	-4.0	101.9	0.0	1.1	1.0	-10.1	-1.0	-4.0	-4.0
O=C1C(C2=NC(c3ccccn3)C3C(=O)N(c4ccccc4)C(=O)C23)=C(O)c2ccccc21 (centres undefined)	93.1	95.0	.	?	.	-60.4	.	-94.1	.	.	.
CN(C)/C=N/c1sccc1C(N)=O	101.7	104.9	-12.0	100.8	-4.0	-0.1	-8.0	-11.7	2.0	6.0	-3.0
Cc1ccc(OCC(=O)Nc2ccc(F)cc2)c([N+](=O)[O-])n1	103.1	100.9	-4.0	?	-3.0	3.0	-5.0	-7.8	-3.0	0.0	-4.0
CC(=O)O[C@H]1CC(C)(C)C(=C=C/C(C)=C/C=C/C(C)=C/C=C/C=C(C)/C=C/C=C(\C)C(=O)C[C@@]23O[C@]2(C)C[C@@H](O)CC3(C)C)[C@](C)(O)C1	100.7	99.0	.	?	.	-7.9	.	-45.8	.	.	.

Fetched by compound from the entries so far, 2 records:
SMILES	RGS4-Gao reg	RGS8-Gao reg	Bcl-XL Bim block	RGS7-Gao reg	Bcl-2 Bim block	Mcl1-Noxa inh	Bim-Bfl-1	Mcl1 Bid PPI	Bim-Mcl-1	Bcl-W Bim block	Bim-Bcl-B
O=C(COC(=O)c1ccc(Br)o1)NCCc1ccccc1	88.9	77.3	1.0	87.4	3.0	1.3	5.0	8.8	2.0	0.0	0.0
Cc1ccc(OCC(=O)Nc2ccc(F)cc2)c([N+](=O)[O-])n1	103.1	100.9	-4.0	?	-3.0	3.0	-5.0	-7.8	-3.0	0.0	-4.0

Compounds as they come (roughly 2.7% active in at least one column).
